KCNH2 WT inh: qHTS for Inhibitors of KCHN2 3.1: Wildtype qHTS | U2OS, BacMam KCNH2, thallium flux FluxOr; stronger effect = lower value | activity change, % at 1.84 µM | 0.37% of 340,000 active;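 active = maximum activity change below -70%; inconclusive = maximum activity change between -70% and -50%; inactive = maximum activity change above -50%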
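U2OS cells transduced with wild-type KCNH2 virus are loaded with FluxOr dye for 45 min, and thallium flux is measured in kinetic reads before and after stimulation buffer. Rate constants are normalized to DMSO controls.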
USP2a inh: qHTS Assay for Inhibitors of Ubiquitin-specific Protease USP2a Using CHOP2 as the Reporter | USP2 core, Ub-CHOP2 coupled fluorogenic reporter, 485/531 | Ubiquitin carboxyl-terminal hydrolase 2 (Homo sapiens), O75604 | Potency, µM (doses to about 38.3 µM), for inactives: top-dose activity change, negative = inhibition, actives largely listed as inhibitors | 0.01% of 330,000 active;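 note: potency is the fitted concentration of half-maximal effect; plate controls were DMSO wells for no effect and full inhibition by NEM control for full effect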
Target sequence (O75604 whole entry, looked up): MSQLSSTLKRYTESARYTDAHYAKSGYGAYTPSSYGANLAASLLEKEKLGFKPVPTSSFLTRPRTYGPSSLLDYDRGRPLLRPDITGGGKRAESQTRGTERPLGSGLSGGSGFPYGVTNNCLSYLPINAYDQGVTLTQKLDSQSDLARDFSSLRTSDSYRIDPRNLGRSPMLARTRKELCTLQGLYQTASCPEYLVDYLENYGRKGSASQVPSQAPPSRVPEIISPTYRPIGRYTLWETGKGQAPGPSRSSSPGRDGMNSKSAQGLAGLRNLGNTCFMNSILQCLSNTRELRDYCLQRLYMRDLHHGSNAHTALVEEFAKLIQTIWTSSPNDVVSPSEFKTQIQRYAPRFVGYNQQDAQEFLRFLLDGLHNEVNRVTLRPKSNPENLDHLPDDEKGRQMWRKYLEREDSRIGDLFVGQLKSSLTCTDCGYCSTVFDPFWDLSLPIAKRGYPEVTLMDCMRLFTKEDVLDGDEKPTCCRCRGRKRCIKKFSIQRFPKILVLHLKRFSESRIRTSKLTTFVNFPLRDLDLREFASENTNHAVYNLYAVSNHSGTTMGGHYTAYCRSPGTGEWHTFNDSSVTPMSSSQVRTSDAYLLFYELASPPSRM
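Deubiquitinase activity read as fluorescence (485/531 nm) after Ub-CHOP2 cleavage activates the enterokinase reporter on its substrate; USP2 core 10nM, Ub-CHOP2 and substrate 25nM each, 30min compound preincubation then 60min RT; data normalized to NEM, curves fitted.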
BCR signal inh: qHTS Assay to Find Inhibitors of Chronic Active B-Cell Receptor Signaling; ABC-DLBCL IkBa-CBG/CBR reporter, luminescence ratio, 4 h; Potency, µM (series often up to 46.1 µM), inactives show at the highest dose ratio change, negative = lower green/red ratio, hits mostly inhibitors; 0.05% of 340,000 active; active = well fitted inhibition curve with a large enough effect in the signal ratio, with a control signal flat, not every such curve was filed as active; inconclusive = small, poorly fitted or top-dose-only effect, or effect the other way, or a change in a side signal; the % refers to the signal ratio;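 note: potency is the fitted concentration of half-maximal effect; plate controls were basal doxycycline-induced cells for no effect and cells given 10 µM MG132 for full effect; MG132 reads +100%, hits lower the ratio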
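Doxycycline induced both beetle luciferases in TMD8 lymphoma cells; IKK-driven degradation limits the IkappaBalpha-fused green signal, while red luminescence normalises for cell number and nonspecific effects. Compounds tested up to 46 uM, 4 hrs.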
FBPA coupling cs: qHTS Assay for Inhibitors of Fructose-1,6-bisphosphate Aldolase from Giardia Lamblia: Coupling assay counterscreen; coupling enzyme system counterscreen, AmpLite Red fluorescence; activity change, negative = inhibition, % at 58.2 µM, hits read low; 0.67% of 290,000 active; in the data active = activity change below about -30%
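Counterscreen of the coupled detection system alone, without aldolase: glyceraldehyde-3-phosphate coupling enzymes plus AmpLite Red readout. Compounds at 57.5 uM final, 10 min RT preincubation, 20 min RT reaction, fluorescence 525/598 nm.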
Giardia killer: Small Molecules that selectively kill Giardia lamblia: qHTS; activity change, % at 7.66 µM, hits read low; 0.15% of 340,000 active; Giardia lamblia trophozoite viability; in the data active = activity change below about -80%; inconclusive = between about -30% and that limit;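 note: parasites exposed to compound for two days anaerobically before the ATP read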
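Luminescence from cellular ATP indicates surviving trophozoites (100 cells/well) following 48 hrs anaerobic compound treatment at 37 deg C; signal develops 15-30 min at room temperature.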
B2AR arrestin: qHTS assay of beta-arrestin-biased ligands of beta2-adrenergic receptor; Beta-2 adrenergic receptor (Homo sapiens), P07550; beta-arrestin recruitment to beta2AR, cell-based reporter; Potency, µM (highest dose often 46.1 µM), for inactives: at the top dose activation, most hits filed as activators; 0.02% of 330,000 active; AID 492947, 2010;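 note: potency is the fitted concentration of half-maximal effect; 0% = DMSO controls and full agonism = EC100 isoproterenol or metaproterenol; nearly all actives have a fitted effect of over 65% in size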
PKM2 activator: qHTS Assay for Activators of Human Muscle isoform 2 Pyruvate Kinase; Pyruvate kinase PKM (Homo sapiens), P14618; purified PKM2, Kinase-Glo ATP luminescence, activation; response scale: 0% is enzyme alone, no compound; Potency, µM (titrated, usually from 57.5 µM), inactives show at the top dose activation, actives largely listed as activators; 0.34% of 260,000 active; note: potency is the fitted concentration of half-maximal effect; nearly all actives have a fitted effect of over 55% in size
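ATP formation by purified human PK-M2, quantified via coupled luciferase luminescence after 1 h at room temperature with 0.1 mM ADP and 0.5 mM PEP final.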
Eya2 phos inh: qHTS Assay for Inhibitors of the Phosphatase Activity of Eya2; Protein phosphatase EYA2 (Homo sapiens), O00167; recombinant Eya2, OMFP fluorescence dephosphorylation (OMFP is methylfluorescein phosphate); Potency, µM (titrated, usually from 76.9 µM), without a hit: at the highest dose activity, negative = inhibition, actives largely listed as inhibitors; 0.006% of 330,000 active; AID 488837, 2010; note: potency is the fitted concentration of half-maximal effect
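Eya2 (0.2 uM) preincubated 10 min at ambient with compound, then OMFP substrate added at 50 uM; 10 min reaction in 50 mM HEPES pH 7.5, 50 mM NaCl, 5 uM MgCl2, 0.05% BSA, 1 mM DTT. Fluorescence read at Ex 485/Em 525 nm.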
uPA surface inh: qHTS for Inhibitors of Cell Surface uPA Generation; AID 540303, 2011; 0.31% of 330,000 active; Potency, µM (highest dose often 38.3 µM), for the others: at the highest dose activity change, negative = inhibition, actives largely listed as inhibitors; cell surface uPA generation assay, qHTS; active = well fitted inhibition curve with a large enough effect; inconclusive = small, poorly fitted or top-dose-only effect; inactive = no such curve, though single readings can be large or run the other way; tested in mouse RAW 264.7 cells; note: potency is the fitted concentration of half-maximal effect; nearly all actives have a fitted effect of over 55% in size
KCNH2 3.1 inh: qHTS for Inhibitors of KCHN2 3.1: Mutant qHTS; activity change, % (tested at about 1.8 µM); 0.95% of 340,000 active; Potassium voltage-gated channel subfamily H member 2, brain isoform KCNH2 3.1 (human); U2OS KCNH2 3.1, thallium flux FluxOr; stronger effect = lower value; AID 720553, 2013;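 active = maximum activity change below -70%; inconclusive = maximum activity change from -70% to -50%; inactive = maximum activity change above -50%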;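 note: thallium influx rate constant from kinetic fluorescence after stimulation buffer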
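Virally transduced U2OS (3.1 isoform, 4 h infection in dark at RT) → overnight 37 C → FluxOr + Red40 in HBSS/HEPES, 45 min → stimulation buffer, 2 min kinetic read → rate constant vs DMSO controls.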
GALK inh: qHTS Assay for Inhibitors of Human Galactokinase (GALK) | P51570 | 0.007% of 270,000 active | Purified GALK, Kinase-Glo residual ATP luminescence | Potency, µM (titrated, usually from 57.5 µM), for inactives: top-dose activity change, negative = inhibition, most hits filed as inhibitors | AID 1868, 2009; note: potency is the fitted concentration of half-maximal effect
Target sequence (P51570 whole entry, looked up): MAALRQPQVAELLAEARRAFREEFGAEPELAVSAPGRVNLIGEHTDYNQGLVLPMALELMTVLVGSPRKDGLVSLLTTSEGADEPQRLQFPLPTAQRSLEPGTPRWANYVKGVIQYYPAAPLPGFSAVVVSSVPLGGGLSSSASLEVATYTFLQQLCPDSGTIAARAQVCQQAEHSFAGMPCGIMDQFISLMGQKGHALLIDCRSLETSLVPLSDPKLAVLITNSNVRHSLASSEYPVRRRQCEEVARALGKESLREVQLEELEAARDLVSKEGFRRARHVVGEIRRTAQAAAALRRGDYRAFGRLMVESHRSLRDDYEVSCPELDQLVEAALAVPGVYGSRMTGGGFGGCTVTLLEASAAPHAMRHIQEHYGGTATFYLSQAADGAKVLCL
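GALK at 5 nM final was combined with compound, 35 uM ATP and 100 uM galactose in HEPES pH8.0 with MgCl2 and DTT. The reaction ran one hour at room temperature before luminescent ATP detection.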
* hit, by the source's call; ? = inconclusive; . = not tested or not shown; [ ] = remark or other dose. Unless noted, calls come from the whole dose curve; as a rule, active = well fitted curve in the direction sought with a large enough effect; inconclusive = small, poorly fitted or top-dose-only effect, or another doubt; inactive = no such curve, though single readings can be large; an effect the other way counts as inactive or inconclusive. Unless noted, % is set by controls: 0 for no effect and ±100 for the full control effect.

1. Cc1c(C(=O)N2CCOCC2)oc2ccc(S(=O)(=O)N3CCCC3)cc12
2. COCCn1c(C)cc(C(=O)COC(=O)c2ccc(-n3nc(C)cc3C)cc2)c1C
3. CCCCOC(=O)c1ccc(NC(=O)c2c(Cl)ccc(Cl)c2OC)cc1
4. O=C1C2CC=C(Cl)CC2C(=O)N1CCCCCCN1C(=O)C2CC=C(Cl)CC2C1=O (stereo not given)
5. COCCCn1c(=O)c2ccccc2n(CC(=O)Nc2ccc3c(c2)OCCO3)c1=O
6. COc1cc(C(=O)NNC(=S)NCc2ccco2)cc(OC)c1OC

Compound	1	2	3	4	5	6
KCNH2 WT inh	-10	3	23	5	-2	-3
USP2a inh	-1%	0%	3%	2%	1%	3%
BCR signal inh	-19%	?	4%	?	-22%	0%
FBPA coupling cs	4	-3	-2	3	1	-2
Giardia killer	13	0	0	-5	26	-20
B2AR arrestin	2.1%	0.3%	-0.8%	-0.1%	-0.6%	0.0%
PKM2 activator	-6%	0%	1%	7%	7%	11%
Eya2 phos inh	-1%	-4%	-3%	-8%	-6%	4%
uPA surface inh	3%	-1%	-7%	-6%	1%	2%
KCNH2 3.1 inh	-5	-7	-20	9	8	0
GALK inh	-3%	2%	.	0%	4%	0%

7. Cc1nnc(N2C(=O)c3ccc(Br)cc3C2=O)s1
8. COC(=O)c1ccccc1OCCOCCOc1cccc2ccc(C)nc12
9. Cc1ccc(SCc2cc(=O)n(C)[nH]2)cc1
10. CN(CC(=O)Nc1ccccc1Br)C(=O)CCSc1ccc(F)cc1
11. Cc1ccc(C2c3c(oc4ccc(Cl)cc4c3=O)C(=O)N2CCCN2CCOCC2)o1 (stereo not given)
12. O=C(c1ccccc1)c1coc2c1C(=O)c1ccccc1C2=O

Compound	7	8	9	10	11	12
KCNH2 WT inh	4	3	9	-2	.	-11
USP2a inh	0%	-2%	-3%	2%	1%	13%
BCR signal inh	-1%	-14%	4%	4%	-2%	-3%
FBPA coupling cs	1	2	2	.	-5	-21
Giardia killer	5	7	-13	-19	.	2
B2AR arrestin	0.3%	-0.2%	-0.4%	-0.6%	-0.3%	0.0%
PKM2 activator	4%[11.5 µM]	-6%	9%	.	-2%	-21%
Eya2 phos inh	-2%	-16%	8%	19%	1%	7%
uPA surface inh	2%	2%	-12%	2%	.	7%
KCNH2 3.1 inh	-2	-2	1	-1	.	-2
GALK inh	-2%	-2%	0%	.	-1%	3%

13. O=C(COC(=O)c1cccnc1Cl)Nc1ccc(S(=O)(=O)N2CCOCC2)cc1
14. CCc1ccccc1NC(=O)CN(C)C(=O)CSc1nnc(Nc2ccc(C)cc2)s1
15. O=C(O)c1ccc(S(=O)(=O)N2CCOCC2)o1
16. COc1ccc(S(N)(=O)=O)cc1C(=O)NCC(C)(C)N1CCOCC1
17. CCC1CCCCN1CCNS(=O)(=O)c1ccc2c(c1)CCN2C(C)=O (stereo not given)
18. O=C(NCCN1CCOCC1)c1ccc(Cl)cc1[N+](=O)[O-]

Compound	13	14	15	16	17	18
KCNH2 WT inh	2	-2	0	-4	6	-36
USP2a inh	0%	6%	-3%	1%	-1%	1%
BCR signal inh	-6%	-5%	-2%	6%	2%	9%
FBPA coupling cs	.	-1	0	0	3	-1
Giardia killer	3	20	?	-12	5	18
B2AR arrestin	-0.4%	0.2%	0.0%	0.3%	-0.2%	-0.6%
PKM2 activator	.	-1%	-7%	-1%	-6%	1%
Eya2 phos inh	5%	5%	-8%	14%	-9%	?
uPA surface inh	1%	4%	3%	5%	1%	5%
KCNH2 3.1 inh	1	12	2	6	30	18
GALK inh	.	-2%	-1%	-3%	0%	-1%

19. CC1(C)Cc2ccccc2C(/C(=N/O)C(N)=O)=N1
20. Cc1ccc(S(=O)(=O)NNC(=O)Nc2cccc(C)c2C)c(C)c1
21. Cc1ccccc1C(=O)OCc1nnc(-c2ccc(Cl)cc2)o1
22. O=C(NC1=NCCS1)c1cc(Cl)ccc1Cl
23. Cc1ccc(S(=O)(=O)NC(=O)Nc2nnc(C3CC3)s2)cc1
24. COC(=O)c1nn(-c2nc(-c3cccc(OC)c3)cc(C(F)(F)F)n2)cc1[N+](=O)[O-]

Compound	19	20	21	22	23	24
KCNH2 WT inh	75	6	-2	0	2	1
USP2a inh	1%	-2%	-4%	-1%	1%	-4%
BCR signal inh	1%	3%	?	0%	5%	10%
FBPA coupling cs	2	.	-1	1	1	10
Giardia killer	11	-22	-11	-4	4	?
B2AR arrestin	-3.7%	-0.1%	0.0%	-1.0%	-0.3%	0.4%
PKM2 activator	-1%	-3%	-2%	-8%	-1%	-2%
Eya2 phos inh	-17%	0%	-8%	1%	5%	4%
uPA surface inh	3%	2%	5%	-9%	-1%	-1%
KCNH2 3.1 inh	10	9	-77*	5	-7	5
GALK inh	-2%	-7%	-1%	-4%	-1%	0%

25. O=C1C(SC(F)(F)C(F)F)=C(C(F)(F)F)OC2C3C=CC(C3)C12 (stereo not given)
26. Cc1ccccc1C(=O)Nc1cccc(NC(=O)c2cccnc2)c1
27. Cc1ccc(NC(=O)c2ccccc2NS(=O)(=O)c2ccc(F)cc2)cc1S(=O)(=O)N1CCCCC1
28. Cn1cccc1C(=O)NC(=O)COC(=O)c1ccccc1Sc1ccccc1C#N
29. CCCn1nc2cc(C(=O)NCc3ccc4c(c3)OCO4)ccc2c1OCC
30. O=C(O)CSC1CC(=O)N(c2ccc(Br)cc2)C1=O (stereo not given)

Compound	25	26	27	28	29	30
KCNH2 WT inh	-1	-78*	-13	-1	-3	10
USP2a inh	-1%	2%	-10%	1%	-2%	-1%
BCR signal inh	1%	?	?	?	-4%	-1%
FBPA coupling cs	2	0	3	0	6	4
Giardia killer	-1	?	15	-3	-10	-12
B2AR arrestin	0.0%	0.1%	-0.6%	0.3%	0.3%	-0.2%
PKM2 activator	-1%	3%	1%	-3%	-1%	15%[11.5 µM]
Eya2 phos inh	4%	-6%	1%	-9%	2%	0%
uPA surface inh	0%	0%	-14%	8%	14%	-5%
KCNH2 3.1 inh	6	-12	-2	8	11	1
GALK inh	1%	-1%	0%	8%	.	7%

The closing 3 entries of the section before come first, to join the parts.
28. Cn1cccc1C(=O)NC(=O)COC(=O)c1ccccc1Sc1ccccc1C#N
29. CCCn1nc2cc(C(=O)NCc3ccc4c(c3)OCO4)ccc2c1OCC
30. O=C(O)CSC1CC(=O)N(c2ccc(Br)cc2)C1=O (stereo not given)
31. Cc1ccccc1-n1nnnc1SCC(=O)Nc1ccc(S(=O)(=O)N2CCCC2)cc1
32. O=C(COc1ccccc1)Nc1ccc2c(c1)nc1n2CCSC1
33. CCc1ccc2[nH]c(=O)c(C(c3nnnn3CCOC)N3CCN(c4ccc(F)cc4)CC3)cc2c1 (stereo not given)
34. Cc1ccc(NC(=O)CSCC(=O)NNC(=O)c2nn(C)c(=O)c3ccccc23)cc1
35. O=C(Nc1ccc(Br)cc1)/C(=C/c1cccc([N+](=O)[O-])c1)NC(=O)C1CCCCC1
36. Cc1nc(N2CCOCC2)nc(OC(C)C)c1[N+](=O)[O-]
37. COc1cc(NS(=O)(=O)c2ccc(NS(=O)(=O)c3ccccc3)cc2)nc(OC)n1
38. Cc1c(Cl)cccc1NC(=S)NC1CCN(Cc2ccccc2)CC1

Compound	28	29	30	31	32	33	34	35	36	37	38
KCNH2 WT inh	-1	-3	10	-4	17	-1	-9	-97*	-3	6	21
USP2a inh	1%	-2%	-1%	4%	-4%	1%	0%	0%	5%	0%	2%
BCR signal inh	?	-4%	-1%	11%	0%	?	-2%	-1%	-2%	-2%	-2%
FBPA coupling cs	0	6	4	-1	3	-16	.	-3	5	5	6
Giardia killer	-3	-10	-12	3	-9	-6	10	9	-5	-16	15
B2AR arrestin	0.3%	0.3%	-0.2%	0.3%	-0.9%	-0.1%	0.0%	0.3%	4.1%	-0.5%	-0.7%
PKM2 activator	-3%	-1%	15%[11.5 µM]	7%	2%	5%	.	-1%	-3%	0%	0%
Eya2 phos inh	-9%	2%	0%	-30%	-6%	1%	12%	-7%	-1%	12%	-3%
uPA surface inh	8%	14%	-5%	-7%	1%	-6%	-5%	10%	-9%	-1%	7%
KCNH2 3.1 inh	8	11	1	3	0	-24	7	-90*	21	0	-10
GALK inh	8%	.	7%	2%	4%	-3%	.	-1%	-1%	1%	-1%

Source: PubChem BioAssay

The order is random. Share with any hit: about 2.4%.
